Screens from PubChem.
FBPA coupling cs: coupling enzyme interference in Giardia aldolase counter-screen; AID 2472; coupling enzyme system counterscreen, AmpLite Red fluorescence; 290,000 compounds, 0.67% hits; activity change, negative = inhibition, % at 58.2 µM, hits read low; in the data active = activity change below about -30%; note: % is set by controls: 0 for no effect and ±100 for the full control effect
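First, compound is pin-transferred into glyceraldehyde-3-phosphate coupling-enzyme reagent at 57.5 uM final and held 10 min at RT. Next, substrate, coupling system and AmpLite Red are added. After 20 min RT, fluorescence (525/598 nm) is read.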
Gal4-VP16 FLuc: counter-screen for ROR gamma inhibitors: Gal4-VP16 reporter; Drosophila S2 Gal4-VP16 UAS-luciferase, luminescence, 20 h; Potency, µM (highest dose often 53.6 µM), inactives show at the highest dose activity, negative = inhibition, actives largely listed as inhibitors; AID 2546; 310,000 compounds, 3.5% hits;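 note: Gal4-VP16 expression switched on by copper sulfate through the metallothionein promoter; potency is the fitted concentration of half-maximal effect; % is set by controls: 0 for no effect and ±100 for the full control effect; nearly all actives have a fitted effect of over 50% in size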
KCNH2 3.1 inh: KCNH2 3.1 (human) potassium channel inhibition | U2OS KCNH2 3.1, thallium flux FluxOr; hits give low values | AID 720553 | activity change, % (tested at about 1.8 µM) | 340,000 compounds, 0.95% hits;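 active = maximum activity change below -70%; inconclusive = maximum activity change from -70% to -50%; inactive = maximum activity change above -50%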;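 note: thallium influx rate constant from kinetic fluorescence after stimulation buffer; % is set by controls: 0 for no effect and ±100 for the full control effect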
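Measured as rate of thallium-driven FluxOr signal in transduced U2OS cells carrying the 3.1 channel, read kinetically for 2 min upon stimulation; values are rate constants scaled to DMSO control wells.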
FLuc modulator: counter-screen for miR-21 project: firefly luciferase inhibitors or activators; Potency, µM (series often up to 57.5 µM), for the others: at the highest dose activity change, negative = inhibition, usual class: inhibitors; purified FLuc, Km substrates, luminescence inhibition; 360,000 compounds, 6.9% hits; AID 588342;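 note: potency is the fitted concentration of half-maximal effect; plate controls were vehicle for no effect and reference inhibitor for full effect; nearly all actives have a fitted effect of over 55% in size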
Target sequence (P08659 whole entry, looked up): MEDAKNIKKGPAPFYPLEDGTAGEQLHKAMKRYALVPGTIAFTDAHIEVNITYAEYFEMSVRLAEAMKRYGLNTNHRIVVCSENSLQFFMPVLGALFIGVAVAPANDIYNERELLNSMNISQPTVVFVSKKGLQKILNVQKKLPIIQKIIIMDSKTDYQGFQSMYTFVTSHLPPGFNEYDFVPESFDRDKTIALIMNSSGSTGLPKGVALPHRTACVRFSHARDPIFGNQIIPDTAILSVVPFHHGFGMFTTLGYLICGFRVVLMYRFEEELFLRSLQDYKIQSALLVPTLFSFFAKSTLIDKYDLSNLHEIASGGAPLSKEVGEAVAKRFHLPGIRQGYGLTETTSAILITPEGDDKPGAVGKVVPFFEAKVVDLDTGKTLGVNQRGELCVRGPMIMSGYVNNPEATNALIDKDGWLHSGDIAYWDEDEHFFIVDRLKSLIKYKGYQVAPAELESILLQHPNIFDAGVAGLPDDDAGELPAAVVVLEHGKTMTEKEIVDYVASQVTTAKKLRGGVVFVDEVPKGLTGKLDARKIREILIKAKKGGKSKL
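Biochemical qHTS of compounds, final roughly 60 µM downward over six points, against 10 nM purified firefly luciferase using Km concentrations of substrates (10 uM D-luciferin, 10 uM ATP) in Tris acetate pH 7.5 buffer; luminescence output.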
Tb PFK block: inhibitors of T. brucei phosphofructokinase; O15648; T. brucei PFK, ADP-Glo luminescence; Potency, µM (titrated, usually from 57.5 µM), for inactives: at the top dose activity, negative = inhibition, usual class: inhibitors; 330,000 compounds, 0.17% hits; AID 485367;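 note: potency is the fitted concentration of half-maximal effect; 0% = uninhibited 1x PFK enzyme wells and -100% = no-enzyme wells; nearly all actives have a fitted effect of over 60% in size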
Target sequence (O15648 whole entry, looked up): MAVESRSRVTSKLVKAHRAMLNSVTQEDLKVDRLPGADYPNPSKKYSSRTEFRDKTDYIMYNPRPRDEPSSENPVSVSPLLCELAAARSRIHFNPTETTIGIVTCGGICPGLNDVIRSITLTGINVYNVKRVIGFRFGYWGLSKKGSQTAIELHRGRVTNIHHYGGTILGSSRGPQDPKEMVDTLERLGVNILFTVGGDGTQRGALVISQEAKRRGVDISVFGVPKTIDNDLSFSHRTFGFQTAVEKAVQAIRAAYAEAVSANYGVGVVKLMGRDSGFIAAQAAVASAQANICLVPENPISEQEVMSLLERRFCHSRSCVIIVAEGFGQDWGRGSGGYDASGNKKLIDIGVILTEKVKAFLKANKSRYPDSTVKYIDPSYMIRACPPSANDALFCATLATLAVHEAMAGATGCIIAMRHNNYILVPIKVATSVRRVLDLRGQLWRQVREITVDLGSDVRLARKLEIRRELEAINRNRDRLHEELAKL
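ADP-Glo luminescence quantified ADP after 45 min at room temperature, with 1.25 nM T. brucei PFK, 0.1 mM ATP and 0.5 mM fructose-6-phosphate in pH 8.0 TEA buffer. qHTS titrations up to 57 µM; curves classified by quality.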
NPC1 prom act: activates the NPC1 promoter; Huh7 NPC1 promoter luciferase reporter, 24 h; Potency, µM (top dose mostly 9.22 µM), for inactives: top-dose activation, usual class: activators; 320,000 compounds, 2.4% hits; AID 485313;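 note: potency is the fitted concentration of half-maximal effect; % of control where 0% means no effect; nearly all actives have a fitted effect of over 60% in size; reporter is driven by a mutant NPC1 promoter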
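Stably transfected Huh7 (NPC1 promoter→luciferase), 1500 cells/well in Opti-MEM + 10% FBS, 2 h settle, then compound 24 h at 37 °C. Luminescence after 10 min with Amplite reagent.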
Rab9 prom act: activates the Rab9 promoter; Huh7 Rab9 promoter-luciferase reporter, luminescence, 24 h; Potency, µM (doses to about 9.22 µM), without a hit: at the highest dose activation, negative = inhibition, hits mostly activators; 320,000 compounds, 2.8% hits; AID 485297; note: potency is the fitted concentration of half-maximal effect; % of control where 0% means no effect; nearly all actives have a fitted effect of over 60% in size
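Steps: seed 1500 Huh7 Rab9-luc cells per well, rest 2 h at 37 °C; add compound in DMSO; incubate 24 h; add luciferase reagent, 10 min ambient; read luminescence.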
uPA surface inh: inhibitors of cell surface uPA generation; Potency, µM (series often up to 38.3 µM), for the others: top-dose activity change, negative = inhibition, usual class: inhibitors; AID 540303; cell surface uPA generation assay, qHTS; 330,000 compounds, 0.31% hits; active = well fitted inhibition curve with a large enough effect; inconclusive = small, poorly fitted or top-dose-only effect; inactive = no such curve, though single readings can be large or run the other way; tested in mouse RAW 264.7 cells; note: potency is the fitted concentration of half-maximal effect; % is set by controls: 0 for no effect and ±100 for the full control effect; nearly all actives have a fitted effect of over 55% in size
Giardia killer: Giardia lamblia killing. Giardia lamblia trophozoite viability. activity change, % at 7.66 µM, hits read low. 340,000 compounds, 0.15% hits; in the data active = activity change below about -80%; inconclusive = between about -30% and that limit;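 note: parasites exposed to compound for two days anaerobically before the ATP read; % is set by controls: 0 for no effect and ±100 for the full control effect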
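Killing of trophozoites was scored by loss of ATP luminescence after a 48 hrs anaerobic exposure to compounds at 37 deg C, using 100 cells per well.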
ELG1 genotoxic: induces genotoxicity in HEK293T cells with luciferase-tagged ELG1. AID 504466. Potency, µM (doses to about 46 µM), without a hit: at the top dose activity change, positive = activation, actives largely listed as activators. HEK293T ELG1-luciferase reporter, luminescence, 16 h. 330,000 compounds, 1.3% hits; note: potency is the fitted concentration of half-maximal effect; % of control where 0% means no effect; nearly all actives have a fitted effect of over 60% in size
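Luminescence read-out: rising ELG1-luciferase signal, reflecting elevated ELG1 protein under genetic stress, flags genotoxic compounds. Cells were treated for 16 hr at 37 °C before ONE-Glo detection.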
RORg inh: inhibitors of mouse ROR gamma transcriptional activity; P51450; Drosophila S2 Gal4-RORgamma UAS-luciferase reporter, 20 h; Potency, µM (doses to about 53.6 µM), for the others: top-dose activity change, negative = inhibition, hits mostly inhibitors; 310,000 compounds, 5.4% hits; AID 2551; note: potency is the fitted concentration of half-maximal effect; % is set by controls: 0 for no effect and ±100 for the full control effect; nearly all actives have a fitted effect of over 60% in size
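ROR gamma transcriptional activity was tracked as Gal4-UAS luciferase output in stably transfected Drosophila Schneider cells, with compound added 1 hr before 700 uM copper sulfate induction and a 20 hr ambient-temperature incubation.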
* marks the source's active call; other numbers are inactive results; ? = inconclusive; . = no result given; & = joins results of further samples; [ ] = dose if it differs, or a comment. Unless noted, calls come from the whole dose curve; as a rule, active = well fitted curve in the direction sought with a large enough effect; inconclusive = small, poorly fitted or top-dose-only effect, or another doubt; inactive = no such curve, though single readings can be large; an effect the other way counts as inactive or inconclusive.

molecule	FBPA coupling cs	Gal4-VP16 FLuc	KCNH2 3.1 inh	FLuc modulator	Tb PFK block	NPC1 prom act	Rab9 prom act	uPA surface inh	Giardia killer	ELG1 genotoxic	RORg inh
COC(=O)c1c(NC(=O)/C=C/C(=O)O)sc(Cc2ccccc2)c1C	11	-1%	20	7%	1%	0%	-3%	-9%	-13	-5%	-3%[10 µM]
CC(C)CCNC(=O)COc1ccc2c(c1)C(=O)CC(C)(C)O2	2	14%	10	-19%	2%	9%	23%	3%	-1	?	39%
COCCCNC(=S)N1CCC(NC(=O)Nc2ccc(C)cc2)CC1	1	5%	4	-1%	-2%	-2%	0%	-3%	-17	1%	-16%
COc1ccc(NC(=S)Nc2ccc3snnc3c2)cc1	-12	9%	-83*	?	-1%	23%	?	0%	0	5%	-44%
CCCOc1cc(C)c(S(=O)(=O)n2ccc(C)n2)cc1C	0	5%	3	0%	.	.	.	-11%	1	.	16%
CS(=O)(=O)N(CC(=O)N1CCN(c2ccccc2)CC1)C1CCCCC1	-1	-6%	-17	0%	-5%	0%	-4%	-1%	18	-2%	-4%
COc1ccc(/C=N/NC(=O)c2ccoc2C)cc1OC	-1	11%	-4	?	-1%	?	?	0%	?	?	2%
COc1cc(/C=N/NC(=O)COc2c(C)cc([N+](=O)[O-])cc2C)ccc1OC(=O)c1ccccc1Br	1	?	-5	1%	1%	1%	0%	-5%	12	2%	-12%
Cc1ccc(COC(=O)CCN=C2NS(=O)(=O)c3ccccc32)cc1	.	.	12	-2%	-1%	-2%	0%	3%	-10	6%	.
COc1ccc(-c2nc(C)ncc2-c2csc(C)n2)c(O)c1	-3	1%	-1	5%	-4%	0%	1%	1%	11	2%	12%
O=C(Nc1cccnc1Cl)c1cc(-c2ccccc2O)on1	1	-9%	1	?	1%	?	15%	2%	2	?	24%
Cc1cc(O)c(-c2cc(C(=O)Nc3cccnc3)[nH]n2)cc1C	-1	4%	-4	1.9µM*	3%	0.25µM*	1µM*	-6%	-29	3.7µM*	28%
COC(=O)c1c(NC(=O)C(=O)N2CCCCC2)sc2c1CC(C)(C)OC2	-2	-10%	7	1%	11%	-1%	-5%	3%	-7	1%	-35%
NC(=O)C1CCN(C(=O)Cc2ccc([N+](=O)[O-])cc2)CC1	2	10%	-4	0%	5%	-3%	-7%	3%	-9	0%	16%
O=S(=O)(Oc1ccccc1/C=N/n1cnnc1)c1ccccc1	-49*	2%[10 µM]	9	2%	4%	-6%	1%	10%	1	-2%	15%
CC(=O)c1cccc(NC(=O)c2cc(-c3ccc(F)cc3)on2)c1	-5	4%	-29	?	-1%	21%	0%	.	-6	11%	-4%
COc1cc(/C=C2\SC(=S)N(N3CCOCC3)C2=O)cc(OC)c1OC	0	?	8	-1%	0%	-1%	-10%	2%	3	5%	-4%
Cc1ccc(C)c(NC(=O)c2cc(-c3ccccc3)nn2-c2ccccc2)c1	3	22µM*	-25	7%	3%	-6%	-4%	-4%	-5	-2%	15%
COc1ccc2oc(C(=O)OCC(=O)N3CCN(S(=O)(=O)c4ccc(C)cc4)CC3)c(C)c2c1	.	3%	-1	-6%	0%	1%	5%	?	7	-13%	19%
Cc1ccc(C)c(C(=O)CCC(=O)Nc2ccc(N3CCN(C)CC3)cc2C)c1	.	.	-122*	.	6%	.	.	?	39[activator]	-1%	.

The list goes on:
molecule	FBPA coupling cs	Gal4-VP16 FLuc	KCNH2 3.1 inh	FLuc modulator	Tb PFK block	NPC1 prom act	Rab9 prom act	uPA surface inh	Giardia killer	ELG1 genotoxic	RORg inh
O=c1oc2ccccc2c2oc3cc(O)c(O)cc3c12	4&-17	-6%&-30%	-23	21µM*	0%	11%	15%	-6%	12	?	?
O=C(Nc1cccc(-c2csc(Nc3ccc(Cl)cc3)n2)c1)c1cccc(C(F)(F)F)c1	-9	-6%	-78*	-12%	-5%	-8%	-10%	?	16	-16%	?
S=c1[nH]nc(COc2ccc(Cl)cc2)o1	24	?	-2	?	-3%	6%	1%	.	-6	0%	6.3µM*
Cc1cc(=O)[nH]c(N/N=C/c2ccc(OC(=O)c3ccco3)cc2)n1	-2	-8%	-5	4%	-2%	1%	14%	-14%	-6	0%	-4%[10 µM]
CCC(c1nnnn1C(C)(C)CC)N(CCCN1CCOCC1)Cc1cc2cccc(C)c2[nH]c1=O (stereo not given)	-22	12%	2	-1%	-5%	0%	0%	.	-9	-1%	0%
Cc1cc(S(=O)(=O)NC2CCCCC2)ccc1OCC(=O)NCC1CCCO1 (stereo not given)	5	-6%	-10	0%	-2%	-1%	-17%	2%	-5	-3%	-2%
CCN(C(=O)/C=C/c1ccc2c(c1)OCO2)c1ccccc1	6	?	9	?	-3%	8%	14%	-4%	7	1%	37%
CCOc1cc(CNC2CCCC2)cc(Cl)c1OCc1ccc(F)cc1	0	-86%	-5	0%	5%	-1%	-4%	-15%	12	1%	0%
CC(/C=C1\SC(=S)N(CCC(=O)Nc2ccccc2O)C1=O)=C\c1ccccc1	0	-1%	0	2%	-12%	6%	7%	10%	3	-2%	13%
COc1cccc(CNC(=O)CCNS(=O)(=O)c2ccc3[nH]c(=O)oc3c2)c1	.	-12%	7	-1%	-4%	0%	-4%	6%	7	-2%	3%
O=C1CN(C(=O)COC(=O)/C=C/c2ccc(OC(F)F)cc2)c2ccccc2N1	4	0%	-3	4%	0%	-1%	-6%	-6%	-8	0%	6%
CCOC(=O)C1CCN(C(=O)CN(C)S(=O)(=O)c2ccc3c(c2)c(=O)n(C)c(=O)n3C)CC1	0	3%	9	0%	7%	2%	-1%	-6%	53[activator]	-2%	-10%
COc1ccc(S(=O)(=O)N2CCCCC2)cc1NC(=O)CSc1ncccn1	.	.	-4	?	-5%	2%	-4%	-13%	31[activator]	2%	.
Oc1cccc(/C=N/N=C/c2cccc(O)c2O)c1O	0	?	-3	1.7µM*	19%	-23%	-33%[inhibitor]	-12%	17	?	?
CCOc1cc(C(=O)NC2CC(C)(C)NC(C)(C)C2)cc(OCC)c1OCC	5	-2%	4	0%	2%	-2%	1%	-1%	26	-4%	-2%
NC(=O)c1nsc(C(=O)N(c2ccc(F)cc2)C(C(=O)NCC2CCCO2)c2ccc3ncccc3c2)c1N (stereo not given)	-3	-3%	8	0%	12%	-8%	-3%	-10%	3	-11%	3%
C/C(=N\NC(=O)c1nnn(-c2nonc2N)c1CN(C)c1ccccc1)c1cccc(O)c1	-17	-4%	-6	-2%	2%	-1%	1%	10%	-26	-4%	31%
CCN(CCCNC(=O)C1CCCN(S(=O)(=O)c2cnc[nH]2)C1)c1ccccc1 (stereo not given)	-4	3%	15	2%	2%	-3%	-4%	10%	-2&-29	-3%	?
CCc1ccccc1NC1=NCC(=O)N1Cc1ccc2c(c1)OCO2	1	13%	-2	0%	-1%	-2%	1%	-2%	3	1%	?
COc1ccccc1CNC(=O)COC(=O)c1ccc(S(=O)(=O)N2CCCC2)cc1	1	-3%	3	11%	0%	-2%	2%	0%	13	0%	-19%

(listing goes on)
molecule	FBPA coupling cs	Gal4-VP16 FLuc	KCNH2 3.1 inh	FLuc modulator	Tb PFK block	NPC1 prom act	Rab9 prom act	uPA surface inh	Giardia killer	ELG1 genotoxic	RORg inh
O=C(c1ccccc1)N(Nc1ccccc1)c1ccccc1	1	-8%	2	-2%	-3%	-13%	?	5%	42[activator]	-5%	16%
N#CC1=C(N)Oc2cc(O)ccc2C1c1ccncc1 (stereo not given)	8	-1%	-27	14%	-3%	0%	2%	11%	-1	4%	-10%
O=C(NCCCc1ccccc1)c1cncc(Br)c1	0	12%	-6	4%	-11%	-2%	2%	-11%	-4	-2%	17%
COc1ccc(NC(=O)CSc2ccccn2)cc1	7	?	-2	?	-1%	21%	?	6%	-18	16%	-12%
O=C(OCC(=O)N(C1CCCCC1)C1CCCCC1)c1ccccc1O	0	-2%	-13	0%	3%	-1%	-2%[1.84 µM]	0%	-13	-11%	19%
Cc1cccc(C(=O)NC2CCN(CC(=O)Nc3ccccc3Cl)CC2)c1	-1	-1%	-3	1%	-2%	-2%	-5%	-2%	-14	2%	10%
CCN(CC)CCCn1c2c(c(SCC(=O)Nc3nccs3)nc1=O)CCC2	.	.	7	2%	-3%	1%	-6%	0%	-11	-6%	.
COc1ccccc1CC1(C)NC(=O)N(CC(=O)N2CC(C)OC(C)C2)C1=O (stereo not given)	3	0%	1	1%	2%	-5%	-5%	-1%	30[activator]	1%	-19%
Cc1ccc(OCC(=O)OC2CCS(=O)(=O)C2)cc1 (stereo not given)	0	-21%	0	5%	0%	1%	-8%	-1%	16	-3%	-4%
C=CCNc1nc(Cl)nc(Nc2ccc(OC)cc2OC)n1	0	-9%	9	0%	3%	-4%	-2%	-5%	18	-1%	-2%
